# Jurkat viability: cytotoxicity toward Jurkat cells; Jurkat E6.1 viability, ATP luminescence, 48 h; inhibition, % at 4 µM; 1.2% of 56,000 active; AID 463;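 active = inhibition above the mean inhibition of all tested compounds plus 3 SD, cut at about 28% in these data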
# M1 antagonist: antagonists of rat M1 muscarinic receptor. AID 628. P08482. 3.4% of 64,000 active. CHO-M1 cells, Fluo-4 calcium, ACh EC80 antagonist mode; stronger effect = lower value. B-score at 10 µM;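 active = calcium fluorescence response, raw or row-and-column corrected B-score, differing from the plate sample mean either way at a set confidence level, mostly lower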
# Ecoli tolC: blocks growth of E. coli BW25113 tolC mutant; 2.2% of 65,000 active; OD615; growth inhibition, % at 10 µM (by protocol);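 active = growth inhibition at or above a cutoff equal to the mean over every tested compound plus 3 SD, cut at about 60% in these data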;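 note: growth measured after 20 h incubation at 37 °C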
#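 Test system: E. coli BW25113 ΔtolC::kan bacteria; incubation: 37 °C, 20 h exposure; medium: LB broth supplemented with 50 µg/mL kanamycin; read-out basis: percent growth inhibition; signal: A615 absorbance measurement; compound: 10 µM final, single dose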
# D1 allo mod: allosteric modulators of human D1 dopamine receptor | P21728 | HEK293 D1, CRE-luciferase, dopamine EC30 potentiation; actives deviate in either direction | B-score at 10 µM | 5.9% of 58,000 active | AID 641;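 active = luminescence count or its row- and column-corrected plate score outside the 99.7% band of the plate's sample wells, on either side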
# Target sequence (P21728 whole entry, looked up): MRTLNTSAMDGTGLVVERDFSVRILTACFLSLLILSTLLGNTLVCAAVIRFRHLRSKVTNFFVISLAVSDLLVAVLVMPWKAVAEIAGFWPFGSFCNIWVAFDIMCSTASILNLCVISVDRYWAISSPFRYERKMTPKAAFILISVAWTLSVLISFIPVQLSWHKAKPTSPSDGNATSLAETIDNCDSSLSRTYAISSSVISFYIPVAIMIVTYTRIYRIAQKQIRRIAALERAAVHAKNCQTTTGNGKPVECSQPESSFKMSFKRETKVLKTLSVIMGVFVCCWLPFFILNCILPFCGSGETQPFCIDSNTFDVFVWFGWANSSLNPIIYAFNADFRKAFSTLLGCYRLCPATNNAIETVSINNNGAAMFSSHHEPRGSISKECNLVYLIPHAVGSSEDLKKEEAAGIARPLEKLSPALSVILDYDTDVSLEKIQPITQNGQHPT
# M1 agonist: agonists of M1 muscarinic receptor | CHO-M1 cells, Fluo-4 calcium fluorescence, agonist mode; stronger effect = higher value | B-score at 10 µM | 3% of 64,000 active | AID 626;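 active = fluorescence rise, raw or as B-score row- and column-corrected plate score, outside the 99.7% band of its plate's samples, either direction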
# HEK293 NFkB inh: inhibitors of the PMA/ionomycin-induced NF-kB reporter in HEK293 cells | 0.21% of 62,000 active | inhibition, % at 3 µM | HEK-293 NF-kB luciferase reporter, luminescence;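 active = inhibition above the mean of all tested compounds plus 3 SD, cut at about 40% in these data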;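 note: 0% = stimulated DMSO wells and 100% = 10 µM reference inhibitor 5653914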
#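 Signal: luciferase luminescence; Material: HEK-293 cells with stable firefly luciferase reporter driven by four HIV NF-kB elements; Probe or stimulus: PMA with ionomycin; Replication: tested once; Times: 1 h compound pretreatment, then 16 h stimulation at 37 °C, 5% CO2; Benchmarks: DMSO and 10 µM reference inhibitor; Evaluation: per-plate % inhibition versus controls.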
# SF-1 act: activators of human nuclear receptor SF-1 | 1.9% of 65,000 active | CHO-K1 Gal4-SF-1 LBD luciferase reporter; % increase over DMSO SF-1-specific signal | Q13285 | activation, % at 10 µM;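 active = activation above the mean activation of all tested compounds plus 3 SD, cut at about 50% in these data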
#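 Material: Gal4–SF-1 LBD one-hybrid luciferase reporter in CHO-K1 cells | Amount: 4,000 cells per well | Compound dosing: 10 µM single point, 1% DMSO | Schedule: 20 h compound treatment, 37 °C | Measured by: SteadyLite luciferase luminescence | Evaluation: Percent activation versus DMSO | Control set: DMSO-treated SF-1-transfected cells as negative, DMSO-treated mock-transfected cells lacking SF-1 as background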
# NADH coupling: blocks coupling enzymes of NAD/NADH assays | coupled PK/LDH NADH assays, four targets | IC50, µM (top dose mostly 10 µM), for inactives: top-dose inhibition | 0.02% of 65,000 active | AID 774;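 active = single-dose screening hits from any of four coupled enzyme assays that gave an IC50 when retested across doses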;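 note: the DPM-DC format reads NADH fluorescence rather than 340 nm absorbance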
# TNAP act mid DEA: human TNAP activation, intermediate phosphate acceptor. P05186. purified TNAP, CDP-star luminescence, 100 mM DEA, 30 min; stronger effect = higher value; scale: 0 levamisole-inhibited, 1 vehicle-only enzyme. activation factor at 20 µM. 64,000 tested, under 10 active. AID 813;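 active = activation factor of at least 2 at 20 µM, relative to controls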
# Target sequence (P05186 whole entry, looked up): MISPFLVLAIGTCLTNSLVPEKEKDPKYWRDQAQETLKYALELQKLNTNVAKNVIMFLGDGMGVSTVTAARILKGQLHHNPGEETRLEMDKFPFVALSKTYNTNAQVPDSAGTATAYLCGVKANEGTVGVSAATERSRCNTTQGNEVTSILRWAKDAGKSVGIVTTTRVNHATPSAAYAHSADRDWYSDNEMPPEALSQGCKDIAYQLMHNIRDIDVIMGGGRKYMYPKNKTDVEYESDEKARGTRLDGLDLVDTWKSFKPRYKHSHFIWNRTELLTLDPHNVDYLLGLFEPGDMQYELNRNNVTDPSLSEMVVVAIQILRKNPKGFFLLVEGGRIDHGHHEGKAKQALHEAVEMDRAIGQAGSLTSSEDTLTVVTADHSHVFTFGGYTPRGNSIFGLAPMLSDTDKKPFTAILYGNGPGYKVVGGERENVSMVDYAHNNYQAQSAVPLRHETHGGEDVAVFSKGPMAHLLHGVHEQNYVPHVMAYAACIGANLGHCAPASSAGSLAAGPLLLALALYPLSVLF
# * marks the source's active call; other numbers are inactive results; / = not tested or not shown; [ ] = dose if it differs, or a comment. Outcome played no part in choosing rows (roughly 15% active in at least one column).
SMILES,Jurkat viability,M1 antagonist,Ecoli tolC,D1 allo mod,M1 agonist,HEK293 NFkB inh,SF-1 act,NADH coupling,TNAP act mid DEA
O=C(O)CCOc1ccc2c(c1)OCCO2,9,0.083,-18,0.6,0.35,20,-2,5%,0.8
CCSc1nc(-c2ccc(OC)cc2)n(-c2nc3ccccc3s2)n1,-5,-0.52,26,0.2,1.6,2,0,7%,/
CCOc1ccc(S(=O)(=O)N(CC(=O)O)c2ccc(C)cc2)cc1,0,0.95,4,0.089,-0.56,12,17,4%,0.9
O=S(=O)(NCCSc1ccccc1)c1ccc2c(c1)OCCO2,/,-0.3,24,-0.29,-0.26,/,/,2%,0.9
O=C(c1ccco1)N1CCN(C(=O)c2snc3ccc(Cl)cc23)CC1,0,-0.25,-9,2,3.7,11,-11,4%,1
COc1ccc(C(=O)N2CC(=O)N(CCc3ccccc3)C(=O)C2)cc1OC,-7,0.81,-17,-0.035,-0.08,4,14,5%,1
c1ccc(-c2ccccc2OCCn2cncn2)cc1,15,-0.34,-11,0.062,1.1,5,-8,3%,0.8
COc1cc(S(=O)(=O)N2CCOCC2)cc(C(=O)c2nccn2C)c1OC,-7,0.67,-5,0.32,0.44,-1,3,4%,0.9
CCCOc1ccccc1C1NC(=O)NC(C)=C1C(=O)OCCOCC (configuration not stated),-4,-0.3,3,1.4,1.4,1,-20,2%,1
CC1CCCCC1NC(=O)C1CCN(S(=O)(=O)N2CCCCCC2)CC1 (configuration not stated),-4,0.63,-8,-0.56,-1.5,7,5,4%,0.9

# Single values from the results shown:
# M1 antagonist with `O=S(=O)(NCCSc1ccccc1)c1ccc2c(c1)OCCO2` reads -0.3
# HEK293 NFkB inh with `COc1cc(S(=O)(=O)N2CCOCC2)cc(C(=O)c2nccn2C)c1OC` reads -1
# M1 agonist with `CCCOc1ccccc1C1NC(=O)NC(C)=C1C(=O)OCCOCC` (configuration not stated) reads 1.4
# D1 allo mod with `O=C(O)CCOc1ccc2c(c1)OCCO2` reads 0.6
# Jurkat viability with `CC1CCCCC1NC(=O)C1CCN(S(=O)(=O)N2CCCCCC2)CC1` (configuration not stated) reads -4
# TNAP act mid DEA with `COc1ccc(C(=O)N2CC(=O)N(CCc3ccccc3)C(=O)C2)cc1OC` reads 1

# Other structures:
SMILES,Jurkat viability,M1 antagonist,Ecoli tolC,D1 allo mod,M1 agonist,HEK293 NFkB inh,SF-1 act,NADH coupling,TNAP act mid DEA
Nc1nc2n(c1C(=O)c1ccccc1)CCC2,-4,/,1,0.085,/,11,15,6%,0.9
O=C(COC(=O)C(O)c1ccccc1)c1ccc2c(c1)OCCO2 (configuration not stated),/,-0.98,-2,-0.65,-0.0051,/,/,7%,0.9
Cc1c(NC(=O)CN2CC(C)OC(C)C2)c(=O)n(-c2ccccc2)n1C (configuration not stated),6,0.14,-5,-0.51,0.31,14,7,18%,0.9
Cc1cc(C(F)F)n2nc(C(=O)Nc3cc(C)on3)nc2n1,1,-0.65,-8,0.012,0.39,15,-2,6%,/
CC1(C)Cc2c(C#N)c(NCCCO)nc(-c3ccccc3)c2CO1,-4,-0.62,16,5.8*,-0.6,5,6,7%[fluoresces],1
CC(=O)C1=C(NC(=O)c2ccccc2F)C[C@@H]2[C@H]1C2(C)C,/,0.52,12,0.076,0.36,/,-6,1%,0.8
Cn1c(CCNC(=O)c2ccccc2F)nnc1SCc1nc2ccccc2c(=O)[nH]1,-1,-0.12,-15,0.038,0.39,7,2,5%,0.9
CCCN(CCC)C(=O)c1c(C)[nH]c(C(=O)OCC)c1C,2,-1.3,-9,-0.5,0.053,19,-9,2%,0.9
CCc1cc2cc3c(cc2nc1SCC(=O)Nc1cc(C)on1)OCO3,-11,-0.32,1,-1.2,-0.22,9,-23,10%,1
CCC(C)(C(=O)NC1CCCCC1)N(Cc1ccco1)C(=O)CC1NC(=O)NC1=O (configuration not stated),/,0.24,-2,-0.69,1.7,7,-8,7%,1
N#Cc1c2c(c(N3CCN(CCO)CC3)n3c1nc1ccccc13)CCCC2,4,-0.21,5,4.3*,0.37,9,3,3%,1.1
Cn1c(CCNC(=O)c2ccco2)nc2cc(NS(=O)(=O)c3ccccc3)ccc21,10,-0.15,-24,-0.78,32*,13,5,6%,0.9
Nc1nnc(SCCN2C(=O)c3ccccc3S2(=O)=O)s1,-1,2.6*,-8,1.1,1.1,17,10,8%,1
CCN1C(=O)CC(N2CCN(c3ccc(OC)cc3)CC2)C1=O (configuration not stated),/,0.6,2,/,0.6,/,13,2%,0.9
O=C(CCC(=O)c1cccs1)OCC(=O)N1CCN(C(=O)c2ccco2)CC1,2,/,-21,-5.3,/,12,-1,7%,0.9
CC(C)(CO)NC(=O)C(c1ccccc1)c1ccccc1,-3,-0.11,-2,-0.025,0.53,-5,17,36%,0.9
O=C(C1CCN(S(=O)(=O)c2cccnc2)CC1)N1CCN(c2ccc(Cl)cc2)CC1,/,-0.36,-2,0.62,1.6,14,-16,3%,0.9
c1ccc(COc2ccc(CNn3cnnc3)cc2)cc1,0,-0.37,-12,1.6,-0.36,3,15,8%,0.9
Cc1cc(C)n(CC(O)CN2c3ccccc3Sc3ccccc32)n1 (configuration not stated),1,-0.91,41,0.38,-1.1,9,-9,2%,1
CC(C)(C)C(=O)Cn1c(NCCCO)nc2ccccc21,5,-0.04,-1,-0.4,-0.95,6,5,6%,1
CC(=O)Nc1ccc(Cc2ccncc2)cc1,4,-0.015,-21,0.55,-0.44,16,-1,2%,1
O=C(O)c1cccc(NC(=O)C2CC(=O)N(Cc3ccccc3)C2)c1 (configuration not stated),2,-0.7,-7,-0.43,-1.7,0,13,9%,0.9
COCCn1nnnc1SCC(=O)c1ccccc1,0,-0.56,-27,0.29,-0.012,-12,14,6%,0.9
CCOC(=O)C1=C(C)N=c2s/c(=C/c3ccco3)c(=O)n2C1c1cccc(OC)c1 (configuration not stated),4,0.034,16,-0.6,0.67,17,12,1%,0.9
COc1ccc2c(CC(=O)NCc3ccc4c(c3)OCO4)coc2c1,6,0.0014,1,1.7,0.51,22,-7,1%,0.9
N#CC12CCCCC1CC1CCCCC1(C#N)N2CCO (configuration not stated),-2,0.47,8,/,0.64,22,2,1%,1
CCOC(=O)c1c(CN2CCN(C)CC2)oc2ccc(O)cc12,-2,-1,-7,-0.15,0.076,2,-21,6%,1
CN(C)C(=O)N1CCN(C(=O)c2ccco2)CC1,13,1,-9,1.2,0.18,18,12,1%,0.8
CC(C)c1ccc(S(=O)(=O)N2CCN(CC(=O)Nc3ccc4c(c3)OCO4)CC2)cc1,0,-0.37,12,0.54,-0.61,-2,35,6%,1
CCOC(=O)N1CCN(C2OC(=O)c3ccccc32)CC1 (configuration not stated),/,-2*,2,/,32*,/,5,4%,0.9
CCOC(=O)c1sc(NC(=O)C2CCCO2)c(C(=O)OCC)c1C (configuration not stated),0,0.014,15,0.42,0.17,-2,-1,5%,0.9
CCC(=O)N1CCN=C1SCc1ccccc1Cl,-7,-0.37,-8,0.091,-0.021,8,-3,3%,1
O=C1NC(c2ccccc2)C(C(=O)c2cccs2)=C1O (configuration not stated),-3,-0.61,-7,-0.82,0.11,1,9,7%,0.9
Cc1cccn2c(=O)c3cc(C(=O)N4CCN(c5ccccc5)CC4)n(C)c3nc12,-4,0.52,3,0.56,0.13,-4,-2,1%[fluoresces],1.1
O=C(NCc1ccco1)c1sc2cccc(F)c2c1Cl,-11,0.097,-1,0.0083,-0.11,3,34,3%,0.8
N#C/C=C1/NC(=O)c2ccccc2S1,-3,-0.74,37,1.2,0.38,3,-10,10%,0.9
O=C(NCCc1ccccc1)C1CCN(S(=O)(=O)c2cccc3nonc23)CC1,/,-1.3,9,-0.62,0.032,16,-5,0%,0.8
COC(=O)c1c(N)c(C#N)c2n1CCCCC2,1,-0.012,-6,3.8*,0.17,12,-1,8%,0.9
O=C(OCn1nnc2ccccc2c1=O)C1CCCCC1,8,-0.35,13,/,-0.21,4,-8,3%,0.9
COc1ccc(-c2cc(C(F)(F)F)n3ncc(C(=O)NCc4ccco4)c3n2)cc1,-2,-0.69,10,0.4,2.9*,17,-20,3%[fluoresces],0.9

# Part of the list above with just M1 antagonist, TNAP act mid DEA and HEK293 NFkB inh:
molecule | M1 antagonist | TNAP act mid DEA | HEK293 NFkB inh
COC(=O)c1c(N)c(C#N)c2n1CCCCC2 | -0.012 | 0.9 | 12
O=C(OCn1nnc2ccccc2c1=O)C1CCCCC1 | -0.35 | 0.9 | 4

# Following part.
SMILES,Jurkat viability,M1 antagonist,Ecoli tolC,D1 allo mod,M1 agonist,HEK293 NFkB inh,SF-1 act,NADH coupling,TNAP act mid DEA
CC(=O)Nc1ccc(S(=O)(=O)NCCC(=O)OCCN2C(=O)c3ccccc3C2=O)cc1,1,-0.83,-19,-0.18,0.7,1,4,7%,0.9
NC(=O)COC(=O)c1ccc(S(=O)(=O)N2CCCCCC2)cc1,-1,-0.03,-5,-0.018,-0.5,9,13,4%,0.8
CC1CCN(C(=S)c2ccccc2O)CC1,0,1.2,-6,0.52,0.28,-7,12,3%,0.8
C=C(C)COc1ccc(-c2[nH]ncc2Oc2ccccc2OCC)c(O)c1,-3,-0.41,100*,0.32,1.2,4,-4,7%,1
Cc1ccc(-c2nc(Nc3ccccc3)n[nH]2)cc1,-7,0,10,-1.4,0.52,-70,64*,3%,0.9
COc1ccc(Cn2nnnc2C(c2ccccc2Cl)N2CCN(C3CCCC3)CC2)cc1 (configuration not stated),5,-2,-2,-0.55,-1.4,18,6,7%,0.9
COc1cccc(-c2nc(CS(=O)(=O)CC(=O)NCc3ccccc3OC)c(C)o2)c1,1,-0.21,-8,1.1,0.4,7,-4,4%,1
Cc1sc2nc(SCC(=O)N(CCO)CCO)n(C3CCCCC3)c(=O)c2c1C,4,1.2,-12,1.9,0.82,16,-15,5%,1
Cc1ccc(NCc2nnc(SCC(=O)Nc3ncc(C)s3)n2CC2CCCO2)c(C)c1 (configuration not stated),6,-0.13,2,0.058,0.24,22,-10,3%,0.9
COc1ccc(CCNC(=O)COC(=O)c2cnc(C)cn2)cc1OC,/,-0.4,-13,2.5,0.066,3,-11,9%,0.9
O=C(CCC(=O)c1ccc[nH]1)c1ccc(Cl)cc1,0,0.19,2,-1.4,-0.35,-23,52*,6%,0.9
CN=C1CC(C)(C)CC(=O)/C1=C(/O)CCC(=O)NC,1,-0.21,-23,-0.69,-1.4,13,-19,2%,0.9
CCN1CCN(C(=O)CN(C)S(=O)(=O)c2ccc(OC)cc2)CC1,0,0.44,8,-0.24,-1,3,-2,0%,1
CCN(CC)CCN1C(=O)C(O)=C(C(=O)c2cc3ccccc3o2)C1c1cccnc1 (configuration not stated),/,0.011,4,/,0.063,/,12,4%,0.9
Cc1cccc(C)c1NC(=O)C1(NC(=O)c2cnccn2)CCCCC1,-13,0.12,-7,-0.28,0.18,9,0,0%,0.9
Cc1ccc2[nH]c3c(=O)n(CCCN4CCOCC4)cnc3c2c1,8,0.01,-25,0.06,-0.48,6,-14,12%,0.9
Cc1ccc(SC(C)c2nc(-c3ccccc3)no2)cc1 (configuration not stated),-8,-0.032,40,-0.88,0.029,3,0,1%,0.8
CCOC(=O)Cc1csc(NC(=O)CSc2nnc(-c3ccc(F)cc3)o2)n1,4,-0.013,6,-0.67,-0.85,9,-18,3%,1

# Compound activity as filed in PubChem BioAssay.
